Source: PubChem (several laboratories)
M17LAP inhibition – P. falciparum M17LAP inhibitors, primary screen, biochemical, fluorogenic H-Leu-NHMec substrate, 1536-well (AID 1619) | recombinant M17LAP, H-Leu-NHMec fluorogenic kinetic assay; higher % means a stronger effect | inhibition, % at 30 µM; hits with a dose series show IC50 in µM | actives 0.38% (n = 220,000);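 active means compound inhibiting the enzyme by more than half at any dose during confirmatory dose-response retesting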;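 further: plate controls were full reaction with DMSO carrier for no effect and no enzyme background for full effect; strong numbers were not always called active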
M1AAP inhibition – P. falciparum M1AAP inhibitors, biochemical, fluorogenic H-Leu-NHMec substrate, 1536-well (AID 1445); recombinant M1AAP, H-Leu-NHMec fluorogenic kinetic assay; higher % means a stronger effect; inhibition, % at 30 µM, or IC50 in µM where a hit was titrated; actives 0.42% (n = 220,000);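 active means primary inhibition above the hit cutoff, then over 50% inhibition at one or more dose response concentrations, cut at about 23% in these data, passing the limit was not always enough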;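 further: plate controls were DMSO full reaction for no effect and no enzyme background for full effect; strong numbers were not always called active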
UTI89 phage lysis – protection from phage-mediated lysis, alamar blue read-out – E. coli UTI89, K1F phage, bacterial capsule biogenesis inhibitors (AID 488966); E. coli UTI89 K1F phage lysis, alamar blue, 2 h; higher % means a stronger effect; inhibition, % at 100 µM, or IC50 in µM where a hit was titrated; actives 0.02% (n = 340,000);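 active means phage lysis inhibition, versus mean bacterial control, above a set limit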;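 further: capsule biogenesis inhibitors block K1F phage lysis so surviving cells raise fluorescence; higher fluorescence means more inhibition of phage lysis; actives were called in the ten point dose series up to 300 µM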
Ins promoter up – MIN6 insulin promoter up-regulation; MIN6 insulin promoter-GFP reporter, high-content imaging; stronger effect = higher value; z-score at 5 µM; actives 0.3% (n = 190,000);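 active means z-score above 3 at 5 µM with at least 500 cells counted in the well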
Dynein cargo inh – blocks dynein driven cargo transport along microtubules | 3617.4 mouse cells, GR-EGFP nuclear translocation imaging; test concentration mostly 20 µM; stimulated with dexamethasone, 1 µM; stronger effect = lower value | z-score, hits read low | actives 0.47% (n = 220,000) | AID 1381;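 active means plate z-score of nuclear minus cytoplasmic receptor signal below a set negative limit, without overly bright fluorescence or cell loss, cut at about -3.5 in these data, passing the limit was not always enough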;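 further: z-score of nuclear minus cytoplasmic ring GR-EGFP intensity difference per well; some compounds called inactive have numbers as strong as hits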
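Buffer or medium: tet-free, stripped-serum medium; Also added: dexamethasone, 1.0 µM final; Technique: high-content fluorescence imaging after fixation; Times: 48 h induction, 1 h compound, 30 min dex at 37 °C; Read-out: per-cell GR-EGFP intensity, nucleus versus surrounding cytoplasmic ring, well-averaged.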
Autophagy HCS – autophagy modulation, high-content screen; calls only at 10 µM (by protocol); MEF GFP-LC3 puncta imaging; test concentration mostly 10 µM; actives 0.98% (n = 190,000);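 active means percentage of spot-positive cells more than 3 SD above its plate mean, without a fluorescence outlier flag or 80% toxicity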;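 further: spot-positive cell cutoff set from DMSO-treated cells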
MT stabilizer – microtubule stabilization, imaging screen. % tubulin-high responders, % at 10 µM. actives 0.83% (n = 200,000). HeLa tubulin immunostaining HCS, 24 h; share of cells brighter than vehicle mean+2SD;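 active means plate Z-score above 3 for both tubulin-high and condensed-nucleus cell shares, with cell loss under 80%, at 10 µM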;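 further: anti alpha tubulin signal scored within the nucleus-defined area of each cell; some results filed as inactive read as strong as hits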
CSM14.1 death rescue – rescue of cells from ER stress-induced death, primary screen, 384-well, CSM14.1, thapsigargin, ATP luminescence (AID 1222). CSM14.1 thapsigargin-induced death rescue, ATP luminescence; higher % means a stronger effect. one-dose cellular ATP content (survival), % at 20 µM; EC50 in µM for titrated hits. 190,000 tested, under 10 active;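 active means EC50 below 50 µM in the dose-response confirmation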;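 further: death triggered by thapsigargin at about 15 µM added after 2 h compound pretreatment; cell ATP read after overnight thapsigargin exposure of roughly 18 to 22 hours; normalized against plate controls of thapsigargin alone and 5% DMSO vehicle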
b-catenin transl – alters nuclear translocation of beta-catenin in HeLa cells; immunofluorescence imaging; nuclear translocation activity, % at 5 µM; actives 0.3% (n = 190,000); AID 1665;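 active means nuclear translocation activity above 50% at 5 µM, with a well cell count of 50 or more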;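 further: per-cell ratio of nuclear to cytoplasmic median beta-catenin stain intensity; plate controls were DMSO negative control for no effect and GSK-3 inhibitor IX positive control for full effect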
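test system = HeLa cells, endogenous beta-catenin | dosing = single 5 µM dose plus 0.02–20 µM confirmation series | times = compound treatment 24 h, 37°C, 5% CO2 | technique = beta-catenin immunofluorescence imaging with DAPI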
Dynein cargo inh cytoplasmic EGFP – second read-out of Dynein cargo inh, no call of its own (marks repeat the call); z-score; measured here: cytoplasmic GR-EGFP intensity; stronger effect = higher value
Dynein cargo inh nuclear GR-EGFP – second read-out of Dynein cargo inh, no call of its own (marks repeat the call); z-score; measured here: nuclear GR-EGFP intensity;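 lower value marks the stronger effect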
Dynein cargo inh cell count – further read-out of Dynein cargo inh, marked with its call; z-score; measured here: cell count per field
Ins promoter up cell count – second read-out of Ins promoter up, no call of its own (marks repeat the call); cell count; measured here: cytotoxicity, nuclei count;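 total cells summed across four imaged fields per well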
b-catenin transl cell count 5 µM – further read-out of b-catenin transl, marked with its call; cell count; measured here: cell count, cytotoxicity flag
MT stabilizer Hoechst-high % – recorded beside MT stabilizer, whose call it bears; % Hoechst-high responders; measured here: nuclear condensation Hoechst responders;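 share of cells brighter than vehicle mean plus two SD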
MT stabilizer cytotoxicity % – also measured in MT stabilizer; calls as there; toxicity, %; measured here: cytotoxicity by cell density;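 0% = mean cell density of plate MIN control wells and 100% = no cells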
Autophagy HCS cell loss 18 h – second read-out of Autophagy HCS, no call of its own (marks repeat the call); toxicity, %; measured here: cell loss, nuclei count;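 cell loss after 18 h compound exposure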
The depositor's hits bear a star; i = inactive; . = no result given; [ ] = remark or other dose.

Sequence of screens – M17LAP inhibition	M1AAP inhibition	UTI89 phage lysis	Ins promoter up	Ins promoter up cell count	Dynein cargo inh	Dynein cargo inh cytoplasmic EGFP	Dynein cargo inh nuclear GR-EGFP	Dynein cargo inh cell count	Autophagy HCS	Autophagy HCS cell loss 18 h	MT stabilizer	MT stabilizer Hoechst-high %	MT stabilizer cytotoxicity %	CSM14.1 death rescue	b-catenin transl	b-catenin transl cell count 5 µM
O=C(Cn1cnc2cc([N+](=O)[O-])ccc2c1=O)NC(c1ccccc1)c1ccccc1
→ 10.7%	0.8%	0.1%	0.14	1338	-0.658	-0.245	-0.587	0.77	i	-3.1	3.0	2.0	3.6	-1.4%	0.9	966
CC1CC(C)CN(CCOc2cccc(Cl)c2Cl)C1 (stereo unspecified)
→ -1.1%	-0.5%	-3.4%	-0.04	1241	0.579	-0.253	0.202	-0.344	i	-5.8	2.1	1.7	4.9	-1.4%	-1.5	557
CCN(CC)Cc1nc2sc(C)c(C)c2c(=O)[nH]1
→ 10.2%	5.1%	0.3%	0.17	1203	-0.322	-0.209	0.124	-0.128	i	4.5	3.7	2.2	7.6	0.2%	-6.8	1085
COc1ccc(-c2nc(-c3cccc(C)c3)nc(N3CCN(C)CC3)c2C#N)cc1
→ -3.0%	-2.3%	-0.6%[50 µM]	-0.78	1467	1.6	-0.16	0.668	-1.26	i	32.3	39.2*	24.6*	52.3*	-1.5%	21.2	1075
CCCOCC1CC(CCc2nc(=S)[nH][nH]2)C(=O)O1 (stereo unspecified)
→ 44.2%	-0.6%	0.3%	0.07	1506	0.161	-0.145	-0.237	-1.49	i	0.3	3.7	2.8	6.9	2.3%	-4.2	522
CCOc1ccc(NS(=O)(=O)c2ccc(NC(=S)NC(=O)CC(C)C)cc2)cc1
→ -6.2%	-0.3%	-0.3%	-1.41	925	1.48	-0.203	1.39	-0.423	i	-15.4	3.0	1.0	16.0	-1.9%	-3.3	1219
CCOc1ncccc1C(=O)Nc1ccc(F)c(Cl)c1
→ 12.9%	1.4%	-0.6%	0.33	1544	2.6	0.155	1.98	-1.71	i	-5.5	1.2	0.7	3.8	0.7%	0.9	915
CCN1CCN(CCc2nc3cc([N+](=O)[O-])ccc3n2C)CC1
→ 3.8%	6.8%	-0.9%	0.18	1122	0.24	-0.189	0.0212	-1.51	.	.	.	.	.	.	-0.1	1394
CCCCC(=O)NS(=O)(=O)c1ccc(N=NN2CCOCC2)cc1
→ 11.9%	6.7%	-0.4%[50 µM]	0.42	1372	-0.0412	-0.257	0.106	0.791	i	4.6	2.9	2.2	4.2	-1.1%	-3.3	1149
c1ccc(Cc2cc[n+](Cc3ccccc3)cc2)cc1
→ -13.5%	2.2%	-0.9%	-0.96	1313	1.68	-0.286	1.21	-0.644	i	8.0	1.5	1.6	4.4	-1.3%	-0.9	957
O=C(NNc1nc(-c2ccccc2)cs1)c1ccccc1
→ 5.7%	-5.6%	0.0%	1.42	1540	-1.05	-0.233	-0.754	2.07	i	17.6	3.0	2.0	6.9	11.7%	-0.8	1334
CN(C)S(=O)(=O)c1cccc(NC(=O)COC(=O)/C=C/c2cccs2)c1
→ -3.8%	1.4%	-0.9%	-0.17	1299	-0.0748	-0.23	-0.102	-0.395	i	1.7	1.2	2.3	9.7	2.3%	0.4	1041
CC(C)c1ccc(NC(=O)C2CCCN(S(=O)(=O)c3cnc[nH]3)C2)cc1 (stereo unspecified)
→ -1.2%	1.4%	10.9%	-0.59	902	-0.195	-0.182	-0.0428	0.173	i	-15.0	5.6	1.5	11.7	-0.6%	.	.
CNC(=O)CS(=O)(=O)CC(=O)Nc1cc(OCCOC)c(Cl)cc1Cl
→ 5.1%	12.0%	.	-0.54	1438	-0.566	-0.263	-0.206	0.437	i	12.1	4.3	1.3	6.0	-1.4%	-1.4	1200
CCOc1ccc2nc(N3CCC(C(=O)N4CCN(C5CCCCC5)CC4)CC3)sc2c1
→ -2.5%	3.2%	6.4%	.	.	0.543	-0.121	0.495	-0.575	.	.	8.6	1.3	7.1	.	-1.7	1076
CC1=C(C(=O)OCC2CCCO2)C(c2ccccc2)NC(=O)N1 (stereo unspecified)
→ -7.0%	5.9%	0.7%	0.21	1223	-0.325	-0.181	-0.11	0.468	i	-4.6	2.9	2.0	7.0	-1.2%	-0.2	1160
COc1ccsc1C(=O)N1CCN(Cc2ccc3c(c2)OCO3)CC1
→ 6.8%	4.7%	4.1%	.	.	-0.698	-0.198	-0.109	0.641	i	31.4	2.2	1.8	5.5	0.3%	-2.3	1240
C=COCCNC(=O)C(=O)NCC(C)C
→ .	.	1.5%	.	.	-0.0073	0.177	-0.217	-0.0485	i	-17.9	3.0	1.1	6.6	.	.	.
COc1cc(S(=O)(=O)N(CCc2ccccc2)Cc2cccs2)ccc1-n1cnnn1
→ 25.4%	7.4%	0.1%	-0.11	1247	0.546	-0.209	-0.0284	-0.633	i	9.1	4.6	2.5	6.2	-0.6%	-2.4	1134
CCSCc1nnc(SCC(=O)c2ccc(OC)cc2)n1C
→ 22.4%	-2.1%	0.3%	-1.12	1359	-0.165	0.0325	0.345	-0.309	i	-15.1	3.2	2.9	5.5	2.0%	-3.0	1159
Cc1ccc(-c2csc(NC(=O)c3cnccn3)n2)cc1C
→ 9.1%	9.7%	0.5%	-0.52	1549	1.33	-0.259	1.09	-0.752	i	-1.1	3.4	2.0	4.0	-0.9%	-4.1	1136
COc1ccc(NS(=O)(=O)c2ccc(N3CC(O)=C(c4ccccc4)C3=N)cc2)cc1
→ 22.4%	10.7%	0.2%	1.25	1044	-0.174	-0.263	-0.157	1.14	.	.	.	.	.	.	0.2	1393
Cc1c(C)c(C)c(CN2CCSCC2)c(C)c1C
→ 4.2%	0.6%	-0.5%	0.04	1496	0.792	-0.258	0.372	-0.347	.	.	.	.	.	.	-3.8	1116
Cc1[nH]n(-c2ccccc2)c(=O)c1/C=C1\C=NN=C1c1ccccc1
→ 4.9%	10.6%	1.1%	0.16	1062	0.493	-0.0692	0.188	-1.42	.	.	.	.	.	.	1.1	1305
CCOC(=O)c1c(NC(=O)C2CC2)sc(C)c1CC
→ -1.7%	0.6%	1.1%[50 µM]	0.37	1142	-0.205	-0.28	-0.34	-0.097	i	-4.2	2.0	2.0	2.8	-1.0%	-2.3	521
O=C(N/N=C/c1ccc([N+](=O)[O-])o1)c1cn2ccc3ccccc3c2n1
→ 2.4%	0.6%	-0.1%	-0.69	1342	-0.0217	-0.224	0.0182	0.551	.	.	.	.	.	.	3.3	1002
O=C(O)c1cccc(NCc2cccnc2)c1
→ 4.6%	9.8%	1.5%	-0.27	820	-0.375	-0.213	-0.00284	0.35	i	7.8	1.5	1.3	5.1	0.0%	.	.
O=C(/C(=C/O)N=Nc1cccc(C(F)(F)F)c1)c1ccccc1
→ 7.7%	20.6%	-2.5%	1.1	1082	-0.499	-0.0164	0.242	-0.349	i	-10.2	1.3	1.8	4.8	-0.3%	-1.1	1026
O=C(O)C1CC(=O)N(c2ccc(F)c(F)c2)C1 (stereo unspecified)
→ 9.5%	1.7%	-0.1%	0.17	1886	0.142	-0.201	-0.0897	-0.652	i	6.6	2.6	2.4	9.1	-0.6%	-2.6	1031
O=S1(=O)NC(=NCc2ccccc2)c2ccccc21
→ -11.7%	9.4%	8.2%	0.51	1383	-0.226	-0.221	-0.0767	-0.132	i	-1.6	1.3	1.0	3.2	-3.0%	.	.
O=C(Nc1ccc2c(c1)OCCO2)C1CCN(S(=O)(=O)c2ccc3c(c2)OCCO3)CC1
→ 4.5%	9.6%	1.3%	0.13	899	-0.415	-0.348	-0.197	0.134	i	-5.1	1.4	1.6	11.5	-1.4%	0.0	1174
CCO/C(C)=N/n1c2nc3ccccc3nc2c2c(=O)n(CC(C)C)c(C)nc21
→ 17.7%	13.2%	2.5%	-0.3	1533	0.755	-0.0969	0.453	-1.1	i	34.5	3.0	1.9	13.3	-0.6%	1.1	1361
CCCOc1ccc(-c2nnc(-c3ccncc3)o2)cc1
→ -5.7%	-0.3%	-0.1%	-1.97	1206	-1.02	-0.231	0.0999	0.467	i	-56.8	1.3	1.9	8.4	-0.3%	-0.6	1151
